From PubChem BioAssay
SMARCA2 activ: SMARCA2 (BRM) function activators, primary screen, cell-based, luminescence, high throughput | 370,000 tested, 1% active | AID 652017, 2013 | MG213 cells, MMTV-luciferase reporter, dexamethasone, overnight | activation, % at 9.1 µM; in the data active means activation above about 7.8%;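 further: 0% = vehicle wells and 100% = reference activator wells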
DAX1 inh-1: DAX1 (NR0B1) inhibitors, primary screen, cell-based, HEK293, Gal4-DAX1, luciferase luminescence | Nuclear receptor subfamily 0 group B member 1 (Homo sapiens), P51843 | HEK293 Gal4-DAX1 luciferase reporter | inhibition, % at 6.75 µM | 340,000 tested, 0.99% active | AID 504766, 2011;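 active means inhibition above the mean over all tested compounds plus 3 SD, cut at about 4.2% in these data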;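 further: 0% = DAX1-transfected cells with DMSO and 100% = empty-vector control cells with DMSO; inhibition shows as a rise in luminescence from relieved DAX1 repression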
DAX1 inh-2: DAX1 (NR0B1) inhibitors on StAR promoter, primary screen, cell-based, luminescence, SF-1 (NR5A1), full-length DAX-1 | inhibition, % at 6.8 µM | HEK293T StAR-luciferase reporter, SF-1/DAX-1 repression relief | 370,000 tested, 1.1% active | AID 652010, 2013;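 active means inhibition above the mean over all tested compounds plus 3 SD, cut at about 3.6% in these data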;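 further: 0% = DAX-1 cells with DMSO and 100% = cells lacking DAX-1 with DMSO; higher inhibition means more luminescence from relief of DAX-1 repression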
hgDAF-12 ag: H. glycines DAF-12 receptor agonists, primary screen, cell-based, luminescence, HEK293, GAL4 fusion, UAS-luciferase; activation, % at 6.8 µM; Nuclear hormone receptor DAF-12 (Heterodera glycines), GAL4 fusion; 370,000 tested, 1.8% active; HEK293 GAL4-hgDAF12 UAS-luciferase reporter, agonist luminescence; normalized to butyrate control; AID 687014, 2013;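 active means activation above a cutoff set at the mean of all screened compounds plus 3 SD, cut at about 10% in these data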;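 further: 0% = DMSO wells and 100% = sodium butyrate wells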
PG9 Ab binder: binders of HIV-1 gp120 antibody PG9, primary screen, biochemical, TR-FRET | HIV-1 gp120 / PG9 antibody interaction | 360,000 tested, 0.43% active | TR-FRET gp120-PG9 antibody binding | inhibition, % at 6.7 µM; in the data active means inhibition above about 8.5%
FXN GAA850 act: FXN promoter activators, primary screen, cell-based, luciferase luminescence, HEK293 lucGAA850. HEK293 lucGAA850 FXN promoter luciferase reporter, 24 h; percent of 10 µM SAHA response. activation, % at 6 µM. 360,000 tested, 0.56% active. AID 540364, 2011;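 active means activation above the average of all compounds screened plus 3 SD, cutoff fixed separately per campaign, cut at about 7.5% in these data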;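 further: 0% = DMSO wells and 100% = 10 µM SAHA wells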
ssDAF12 agonist: S. stercoralis DAF-12 nuclear receptor activators, primary screen, cell-based, luminescence, HEK293, GRIP1 co-expression, lit1-tk-luc; AID 652126, 2013; Nuclear hormone receptor DAF-12 (Strongyloides stercoralis); HEK293 ssDAF-12/GRIP1 lit1-tk-luc reporter; % of 3 µM dafachronic acid response; activation, % at 6.8 µM; 370,000 tested, 1% active;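 active means activation above the mean over all tested compounds plus 3 SD, cut at about 0.9% in these data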;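 further: 0% = DMSO-only wells and 100% = 3 µM delta7-dafachronic acid wells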
NR1D1 modulator: modulators of Rev-erb alpha DNA binding, primary screen, biochemical, FITC-DNA, fluorescence polarization, uHTS; Nuclear receptor subfamily 1 group D member 1 (Homo sapiens), P20393; Rev-erbα–FITC-DNA binding, 90 min; activity, % at 10 µM; 370,000 tested, 0.79% active; AID 1259318, 2017;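 active means activity above about 14%, limit read from the data; passing the limit was not always enough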;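 further: 0% = DMSO wells with 35 nM protein and 100% = DMSO wells with 750 nM protein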
PLC-beta3 inh: human PLC-beta3 inhibitors, primary screen, biochemical, fluorescence. Purified PLC-beta3, fluorogenic substrate. inhibition, % at 12.2 µM. 370,000 tested, 0.18% active; in the data active means inhibition above about 11%;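 further: 0% = median of compound wells on plate and 100% = full blocker control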
Target sequence (Q01970 whole entry, looked up): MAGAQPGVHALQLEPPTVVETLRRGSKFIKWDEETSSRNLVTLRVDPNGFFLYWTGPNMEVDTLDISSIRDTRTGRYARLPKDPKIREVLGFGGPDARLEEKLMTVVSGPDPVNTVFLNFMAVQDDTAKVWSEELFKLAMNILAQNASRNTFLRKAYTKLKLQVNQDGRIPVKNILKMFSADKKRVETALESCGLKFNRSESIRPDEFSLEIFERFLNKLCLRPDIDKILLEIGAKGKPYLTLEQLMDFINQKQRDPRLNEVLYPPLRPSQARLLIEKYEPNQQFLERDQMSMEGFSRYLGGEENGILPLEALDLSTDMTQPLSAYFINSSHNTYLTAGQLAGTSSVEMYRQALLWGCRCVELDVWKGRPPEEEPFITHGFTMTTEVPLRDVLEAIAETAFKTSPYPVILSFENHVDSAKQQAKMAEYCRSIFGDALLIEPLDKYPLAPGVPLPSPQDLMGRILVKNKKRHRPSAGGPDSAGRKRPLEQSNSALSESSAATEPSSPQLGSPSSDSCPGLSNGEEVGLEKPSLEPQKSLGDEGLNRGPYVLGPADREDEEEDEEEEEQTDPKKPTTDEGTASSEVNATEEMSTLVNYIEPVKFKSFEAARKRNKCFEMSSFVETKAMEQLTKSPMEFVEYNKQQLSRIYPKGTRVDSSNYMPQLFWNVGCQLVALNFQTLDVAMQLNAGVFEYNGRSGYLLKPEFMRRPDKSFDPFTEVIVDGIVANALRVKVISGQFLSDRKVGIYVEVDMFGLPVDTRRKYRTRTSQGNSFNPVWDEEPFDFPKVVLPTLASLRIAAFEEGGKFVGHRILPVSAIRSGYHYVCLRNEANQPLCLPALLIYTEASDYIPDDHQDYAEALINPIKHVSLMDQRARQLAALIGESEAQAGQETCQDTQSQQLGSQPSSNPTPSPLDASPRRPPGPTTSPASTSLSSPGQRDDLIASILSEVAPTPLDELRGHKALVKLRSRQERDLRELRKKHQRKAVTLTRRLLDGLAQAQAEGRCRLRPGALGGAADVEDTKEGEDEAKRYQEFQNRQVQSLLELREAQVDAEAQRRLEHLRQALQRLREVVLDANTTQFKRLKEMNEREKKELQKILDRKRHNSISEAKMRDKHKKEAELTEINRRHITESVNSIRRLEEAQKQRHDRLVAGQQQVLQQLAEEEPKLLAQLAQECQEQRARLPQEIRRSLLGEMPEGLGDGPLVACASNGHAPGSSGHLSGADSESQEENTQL
hcDAF-12 act: H. contortus DAF-12 nuclear receptor activators, primary screen, cell-based, luminescence, HEK293, lit1-tk-luc reporter. HEK293 hcDAF-12 lit1-tk-luc reporter; 0% DMSO, 100% Δ7-dafachronic acid. 370,000 tested, 1.4% active. AID 652067, 2013. activation, % at 6.8 µM;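 active means activation above the mean of all tested compounds plus 3 SD, cut at about 5.5% in these data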;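 further: 100% = response to 3 µM Δ7-dafachronic acid high control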
sPLA2-III inh: human group III sPLA2 inhibitors, primary screen, biochemical, QFRET, BODIPY PC-A2 liposome substrate. Group 3 secretory phospholipase A2 (Homo sapiens), Q9NZ20. 370,000 tested, 0.56% active. AID 743126, 2013. QFRET BODIPY PC-A2 liposome hydrolysis, fluorescence. inhibition, % at 12.2 µM;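 active means inhibition above mean plus 3 SD of compounds lying within the high and low control bounds, cut at about 19% in these data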;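 further: 0% = median of test compound wells and 100% = no enzyme DMSO wells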
Starred values were filed as active, the others as inactive; . = no result given.

SMILES	SMARCA2 activ	DAX1 inh-1	DAX1 inh-2	hgDAF-12 ag	PG9 Ab binder	FXN GAA850 act	ssDAF12 agonist	NR1D1 modulator	PLC-beta3 inh	hcDAF-12 act	sPLA2-III inh
O=C(O)C1Oc2ccccc2C1c1ccccc1 (centres undefined)	-3	1.1	0.6	-2.2	-1.1	0.9	-1.3	5	-5	-1.4	9
COc1ccc(N(Cc2cc3cc(OC)ccc3[nH]c2=O)C(=O)C2CCCO2)cc1 (centres undefined)	-2	0.3	-0.2	-0.1	-2.1	2.2	-0.1	-1	-32	1.1	3
Cc1ccc(-c2nn(CC(=O)Nc3ccc4c(c3)nc3n4CCOC3)c(=O)c3ccccc23)cc1	-4	0.9	0.7	0.2	4.5	0.1	-0.9	-10	5	-0.5	0
COc1ccc(/C=C(\NC(=O)c2ccccc2)C(=O)OCC2CCCN3CCCCC23)cc1OC (centres undefined)	6	2.1	0.0	-0.9	-2.3	0.2	-1.4	-7	-4	0.5	-1
O=C(COC(=O)c1cc([N+](=O)[O-])ccc1N1CCOCC1)Nc1ccc(Cl)cn1	-1	1.3	-1.5	7.7	-1.7	4.6	-0.9	8	-9	4.0	-3
O=Cc1ccc(C(=O)OCC(=O)NCc2ccco2)cc1	-1	1.6	-0.1	-0.3	-0.6	0.2	-1.6	1	-2	-1.5	-4
COc1cc(NC(=O)CC2NCCNC2=O)cc(OC)c1 (centres undefined)	0	1.2	0.7	-1.5	0.1	0.7	-1.4	-8	1	-2.1	0
C=CCOc1ccc(CNc2ccc3[nH]c(=O)[nH]c3c2)cc1OCC	3	-0.1	-1.2	-2.6	-4.2	-0.7	-1.8	-4	-22	-1.2	8
Cc1cccc2sc(N(CCCN(C)C)C(=O)c3ccco3)nc12	-3	2.2	-0.3	-0.6	0.2	3.8	-1.9	-2	-4	-1.3	14
CC(Nc1cccc2ccccc12)C(=O)N/N=C/c1ccc([N+](=O)[O-])cc1 (centres undefined)	-8	2.1	-1.3	-1.5	-2.6	0.7	-0.6	6	-50	2.1	7
CC(=O)c1ccc(NC(=S)NCCc2ccccn2)cc1	0	0.3	0.1	2.8	-1.6	1.5	-0.7	-1	4	0.5	-7
CCOc1ccccc1CNC(=O)C1CCN(c2nn3c(=O)cc(C)nc3s2)CC1	-3	-0.3	0.1	-0.4	-1.8	-0.9	-1.4	-3	-4	-0.4	-9
CCn1c(=O)n(CC(=O)N2CCN(c3ccc(F)cc3)CC2)c(=O)c2ccccc21	-4	.	-0.1	-0.3	.	.	-1.0	1	-4	-0.6	3
NC(=O)c1ccc(NC(=O)COC(=O)c2ccc3c(c2)OCO3)cc1	1	-0.4	-1.8	1.4	2.2	1.3	-1.6	-7	-4	0.4	3
CCc1ccc(NC(=O)c2ccc(S(=O)(=O)NCc3cccnc3)cc2)cc1	-4	-1.1	-0.4	-1.6	-1.8	2.5	-1.3	-2	-7	-1.8	-13
Cc1ccccc1CSc1nnc2ccc(-c3ccncc3)nn12	-2	1.3	-0.1	0.0	0.3	7.7*	-0.6	-3	-84	0.1	-3
CCOC(=O)Cn1c(=O)c2c(nc(N3CCCCC3)n2Cc2ccccc2)n(C)c1=O	0	-1.8	-1.0	3.0	1.1	-1.4	-1.9	0	2	-1.1	-2
Cc1ccc(Nc2nnc(SCn3nnc4ccccc4c3=O)s2)cc1	2	1.0	-0.6	-1.9	-0.1	2.0	-1.3	.	0	-0.6	-1
Clc1cccc(N=NN2CCOCC2)c1Cl	-3	0.0	0.1	4.3	0.9	-0.2	1.7*	1	-3	0.8	19
COc1cccc(CNS(=O)(=O)c2ccccc2Br)c1	2	.	-0.8	6.4	0.6	.	-1.5	-8	1	0.7	-6

Six of the entries above in order of their number in sPLA2-III inh, smallest number first.
SMILES | sPLA2-III inh
CCc1ccc(NC(=O)c2ccc(S(=O)(=O)NCc3cccnc3)cc2)cc1 | -13
CCOc1ccccc1CNC(=O)C1CCN(c2nn3c(=O)cc(C)nc3s2)CC1 | -9
CC(=O)c1ccc(NC(=S)NCCc2ccccn2)cc1 | -7
O=Cc1ccc(C(=O)OCC(=O)NCc2ccco2)cc1 | -4
Cc1ccc(Nc2nnc(SCn3nnc4ccccc4c3=O)s2)cc1 | -1
COc1cc(NC(=O)CC2NCCNC2=O)cc(OC)c1 (centres undefined) | 0

(list continues)
SMILES	SMARCA2 activ	DAX1 inh-1	DAX1 inh-2	hgDAF-12 ag	PG9 Ab binder	FXN GAA850 act	ssDAF12 agonist	NR1D1 modulator	PLC-beta3 inh	hcDAF-12 act	sPLA2-III inh
Cc1ccc(C)c(S(=O)(=O)N2CCN(C(=O)CCNS(=O)(=O)c3ccccc3)CC2)c1	-2	-0.5	0.3	-2.3	-1.5	-2.4	-0.6	3	-4	1.9	-10
Cc1ccccc1NS(=O)(=O)c1cccc(C(=O)Nc2cccc(C(=O)O)c2)c1	-1	1.3	0.1	-1.1	-1.2	1.1	-1.4	-4	-2	-2.4	-9
O=C(NCc1ccc2c(c1)OCO2)c1ccc2c(c1)OCO2	-3	0.2	-0.6	3.7	-2.2	4.0	-0.3	5	-5	-0.7	-1
Cc1ccc(C)c(NS(=O)(=O)c2cc(C(=O)N3CCc4ccccc4C3)ccc2Cl)c1	4	-1.4	-0.7	-2.5	-0.7	-1.0	-1.6	-4	4	-0.5	-17
COC(=O)[C@]12C[C@H](CC(=O)N3CCN(C(=O)C4CC4)CC3)C(=O)N(Cc3ccc4c(c3)OCO4)C1=C[C@H](C(C)(C)C)O[C@@H]2C	-2	.	-0.7	0.5	-1.4	.	-1.2	5	5	-0.5	-1
COc1ccc(C(C)=O)cc1COC(=O)c1cnc(Cl)c(Cl)c1	-1	0.0	-0.2	1.3	0.8	0.6	-1.0	4	-4	-0.2	1
COc1cc(C=O)ccc1Oc1cnccn1	-1	3.8	1.0	-3.0	-2.6	0.0	-1.1	-1	4	-1.3	3
O=C(O)c1cc(S(=O)(=O)NCCCN2CCCC2=O)ccc1Cl	-3	-0.5	-0.8	-0.9	1.5	-2.4	-0.8	6	-2	-0.8	7
Cc1ccc(/C=C/C(=O)Nc2ccc(S(=O)(=O)Nc3cc(C)nc(C)n3)cc2)cc1	-4	3.7	0.2	0.8	-2.6	1.2	-0.5	-6	-16	-0.4	-38
CC12CCC(=O)N1C(C(=O)NNC(=O)c1ccc(F)cc1)CS2 (centres undefined)	1	-1.5	-0.7	-0.9	-0.8	1.8	-0.9	0	-4	1.1	3
Cc1ccc(C)c(CN2C(=O)CSc3ccc(C(=O)NCCN4CCOCC4)cc32)c1	1	0.1	0.5	-0.6	2.0	5.7	-0.9	1	-3	-1.8	-1
O=C(Nc1ccc(NC(=O)c2ccccc2F)cc1)c1ccccc1F	-2	0.7	0.4	0.7	0.7	0.6	-1.3	8	-9	-1.4	17
CCOP(=O)(OCC)C(NC(=O)Nc1ccc(Cl)cc1)C(=O)N(CC)CC (centres undefined)	0	1.4	0.2	2.6	-1.1	1.0	1.5*	4	1	0.1	-3
CCn1c(SCC(=O)NC2CC2)nnc1-c1ccncc1	-3	0.6	-0.3	0.3	0.3	2.8	-0.3	-2	-6	1.1	5
Cc1c(C(=O)OCC(=O)NCC2CCCO2)oc2ccccc12 (centres undefined)	-3	1.5	0.1	1.4	0.1	1.1	-1.1	1	1	0.3	-1
CCOC(=O)c1c(NC(=O)COC(=O)c2ccc(O)cc2)sc(C(=O)N(C)C)c1C	-3	1.0	-1.9	-2.1	-1.3	-1.9	-2.0	-1	-3	-2.0	-30
Cc1cccc(NC(=O)N2C3CCCC2CC(NC(=O)C(C)(C)C)C3)c1 (centres undefined)	0	0.3	0.2	-3.5	-2.2	-0.5	-1.2	-3	-3	2.6	1
COc1ccccc1-n1cnnc1SCC(=O)NC1CCCCC1	0	0.1	-0.8	1.5	0.0	1.3	-1.1	2	-2	0.6	17
COc1ccc(CN2CCC(Oc3ccc(C(=O)NCc4ccccn4)cc3)CC2)c(F)c1	-2	-0.5	-3.3	-3.1	-0.6	-0.3	-1.1	5	-5	-2.4	-10
Cn1cnnc1SCC(=O)c1ccc(O)c(O)c1	-3	0.7	-0.4	-5.3	-0.8	2.9	-1.1	-7	0	-0.1	5
Nc1cc(S(=O)(=O)N2CCCCC2)ccc1N1CCOCC1	-4	-0.2	-0.3	-1.5	-1.1	-0.3	-1.9	-5	1	-1.8	7
CC(Cc1cccs1)NC(=O)Nc1ccc(F)cc1 (centres undefined)	-2	0.5	-0.6	-1.7	1.1	3.4	-0.6	1	1	-0.1	4
Cc1cc2c(c(SCC#N)n1)C(=O)OC2	-1	-0.1	-0.5	0.0	-1.1	-0.6	-0.8	-1	-6	0.0	3
CCN(C[C@H]1N[C@@](CC)(C(=O)OC)[C@H]2C(=O)N(C)C(=O)[C@@H]12)S(=O)(=O)c1ccccc1	0	-0.3	-0.2	-0.8	-0.7	-2.1	0.8	4	3	1.3	3
O=C(CSc1ccc(Cl)cc1)N1CCCC1	4	0.3	0.4	3.4	-3.2	1.4	-1.2	-4	2	-0.6	7
CC(=O)Nc1cccc(C(=O)N2CCN(S(=O)(=O)c3ccc4ccccc4c3)CC2)c1	-2	1.1	-0.3	-2.8	0.5	1.2	-1.4	-2	-6	-0.9	0
Cc1ccc(C(C[N+](=O)[O-])Sc2ccc(N)cc2)cc1 (centres undefined)	-2	1.8	-0.3	0.4	-2.3	2.3	-0.5	2	-9	1.2	6
O=C(O)c1cccnc1Sc1ccccc1	-5	1.1	-0.2	-1.4	0.4	1.5	-0.7	0	2	-1.9	3
COc1ccc(CNC(=O)C(OC(=O)c2cccs2)C(C)C)cc1 (centres undefined)	0	-1.6	0.1	0.7	1.4	1.0	-1.5	-1	1	-2.5	0

FXN GAA850 act: what is marked active above.
structure | SMARCA2 activ | DAX1 inh-1 | DAX1 inh-2 | PG9 Ab binder | FXN GAA850 act | ssDAF12 agonist | NR1D1 modulator | PLC-beta3 inh | hcDAF-12 act | sPLA2-III inh
Cc1ccccc1CSc1nnc2ccc(-c3ccncc3)nn12 | -2 | 1.3 | -0.1 | 0.3 | 7.7* | -0.6 | -3 | -84 | 0.1 | -3
